Screening data deposited in PubChem BioAssay by several laboratories.
NADH coupling = inhibitors of PK/LDH coupling enzymes, profiling panel, artefact control, biochemical, MLSMR library | coupled PK/LDH NADH assays, four targets | IC50, µM (highest dose often 10 µM), inactives show at the highest dose inhibition | 65,000 tested, 0.02% active | AID 774, 2007;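 active = single-dose screening hits from any of four coupled enzyme assays that gave an IC50 when retested across doses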;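 note: the DPM-DC format reads NADH fluorescence rather than 340 nm absorbance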
SF1 activator = activators of human SF-1, primary screen, cell-based, CHO-K1, Gal4-SF-1 LBD, luciferase luminescence; Steroidogenic factor 1 (Homo sapiens), Q13285; CHO-K1 Gal4-SF-1 LBD luciferase reporter; % increase over DMSO SF-1-specific signal; activation, % at 10 µM; 65,000 tested, 1.9% active; AID 522, 2006;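 active = activation above the mean activation of all tested compounds plus 3 SD, cut at about 50% in these data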
Target sequence (Q13285 whole entry, looked up, the tested form may be a part): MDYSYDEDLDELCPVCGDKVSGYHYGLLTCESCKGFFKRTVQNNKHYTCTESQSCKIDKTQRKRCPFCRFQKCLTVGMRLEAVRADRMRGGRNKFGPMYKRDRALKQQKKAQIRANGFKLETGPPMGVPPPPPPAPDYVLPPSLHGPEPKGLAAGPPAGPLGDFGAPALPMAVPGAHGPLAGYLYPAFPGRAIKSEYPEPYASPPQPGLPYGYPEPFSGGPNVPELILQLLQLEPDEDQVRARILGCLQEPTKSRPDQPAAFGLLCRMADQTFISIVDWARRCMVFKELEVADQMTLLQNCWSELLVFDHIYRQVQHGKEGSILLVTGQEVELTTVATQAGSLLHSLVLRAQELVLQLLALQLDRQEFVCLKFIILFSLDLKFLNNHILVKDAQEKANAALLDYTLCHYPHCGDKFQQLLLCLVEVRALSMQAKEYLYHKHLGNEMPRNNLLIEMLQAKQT
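Assay system – CHO-K1 cells with Gal4–hSF-1 LBD chimera plus Gal4-driven luciferase · Quantity – 4,000 cells per well · Times – compound added 1 h post-seeding, 20 h exposure at 37 °C, 5% CO2 · Measured by – luciferase light emission · Benchmarks – DMSO and mock-transfected background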
Ecoli tolC = growth inhibitors of E. coli tolC mutant, primary screen, strain BW25113 ΔtolC::kan, 384-well; AID 573, 2007; growth inhibition, % at 10 µM (by protocol); OD615; 65,000 tested, 2.2% active;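 active = growth inhibition at or above a cutoff equal to the mean over every tested compound plus 3 SD, cut at about 60% in these data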;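 note: growth measured after 20 h incubation at 37 °C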
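Test system: tolC-deleted E. coli BW25113 | Medium: LB with kanamycin 50 µg/mL | Compound dosing: Single concentration, 10 µM final per compound | Schedule: 37 °C, 20 h exposure | Measured by: OD at 615 nm | Evaluation: Percent growth inhibition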
TNAP act DEA = human TNAP enzyme activators, primary screen, biochemical, luminescent, intermediate phosphate acceptor level; activation factor at 20 µM; purified TNAP, CDP-star luminescence, 100 mM DEA, 30 min; hits give high values; scale: 0 levamisole-inhibited, 1 vehicle-only enzyme; Alkaline phosphatase, tissue-nonspecific isozyme (Homo sapiens), P05186; 64,000 tested, under 10 active;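 active = activation factor of at least 2 at 20 µM, relative to controls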
M1 antagonist = antagonists of rat M1 muscarinic receptor. Muscarinic acetylcholine receptor M1 (Rattus norvegicus), P08482. CHO-M1 cells, Fluo-4 calcium, ACh EC80 antagonist mode; hits give low values. B-score at 10 µM. AID 628, 2007. 64,000 tested, 3.4% active;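 active = calcium fluorescence response, raw or row-and-column corrected B-score, differing from the plate sample mean either way at a set confidence level, mostly lower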
M1 agonist = M1 muscarinic receptor agonists, primary screen, CHO-M1 cells, Fluo-4 calcium, agonist mode. Muscarinic acetylcholine receptor M1. Fluo-4 calcium fluorescence; hits give high values. B-score at 10 µM. 64,000 tested, 3% active. AID 626, 2007;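 active = fluorescence rise, raw or as B-score row- and column-corrected plate score, outside the 99.7% band of its plate's samples, either direction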
Jurkat viability = cytotoxicity toward Jurkat T cells, primary screen, cytotoxicity control, cell-based, Jurkat E6.1, 60K MLSMR library; AID 463, 2006; Jurkat E6.1 viability, ATP luminescence, 48 h; 56,000 tested, 1.2% active; inhibition, % at 4 µM;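 active = inhibition above the mean inhibition of all tested compounds plus 3 SD, cut at about 28% in these data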
HEK293 NFkB inh = inhibitors of PMA/ionomycin-induced NF-kB reporter, primary screen, antigen receptor NF-kB inhibitor project, cell-based, HEK-293 luciferase reporter, luminescence; HEK-293 NF-kB luciferase reporter; inhibition, % at 3 µM; 62,000 tested, 0.21% active;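 active = inhibition above the mean of all tested compounds plus 3 SD, cut at about 40% in these data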;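 note: 0% = stimulated DMSO wells and 100% = 10 µM reference inhibitor 5653914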
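Timing: 1 h pretreatment, 16 h stimulation, 37 °C; system: HEK-293 cells with stable firefly luciferase reporter driven by four HIV NF-kB elements; doses: 3 µM once, 0.30% DMSO; measured by: luciferase luminescence; control set: DMSO and 10 µM reference inhibitor; repeats: single test; reagent: PMA plus ionomycin mix as NF-kB-activating stimulus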
D1 allo mod = D1 CRE-luciferase signal change, two-sided – cell-based, HEK293 D1, dopamine EC30, D1 allosteric modulator project, primary screen; D(1A) dopamine receptor (Homo sapiens), P21728; 58,000 tested, 5.9% active; dopamine EC30 potentiation; actives deviate in either direction; B-score at 10 µM; AID 641, 2007;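 active = luminescence count or its row- and column-corrected plate score outside the 99.7% band of the plate's sample wells, on either side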
Target sequence (P21728 whole entry, looked up): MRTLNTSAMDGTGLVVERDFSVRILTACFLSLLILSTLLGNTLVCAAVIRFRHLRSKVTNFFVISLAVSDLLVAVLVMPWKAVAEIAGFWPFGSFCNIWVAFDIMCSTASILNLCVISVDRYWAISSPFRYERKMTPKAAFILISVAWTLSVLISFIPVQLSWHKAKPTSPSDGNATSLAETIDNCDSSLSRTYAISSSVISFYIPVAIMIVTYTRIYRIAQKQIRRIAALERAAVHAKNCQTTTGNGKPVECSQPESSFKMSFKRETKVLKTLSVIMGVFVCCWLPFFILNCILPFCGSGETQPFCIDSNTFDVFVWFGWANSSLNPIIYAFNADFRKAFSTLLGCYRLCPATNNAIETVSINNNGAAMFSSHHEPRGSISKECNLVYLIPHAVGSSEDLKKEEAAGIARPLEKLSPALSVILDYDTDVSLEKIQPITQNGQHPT
* = called active by the depositor; · = not tested or not shown; [ ] = another dose, or the depositor's remark. Random draw from the library; 15% or so of the library scored in one or more.

SMILES | NADH coupling | SF1 activator | Ecoli tolC | TNAP act DEA | M1 antagonist | M1 agonist | Jurkat viability | HEK293 NFkB inh | D1 allo mod
O=C(Cn1nc(Cl)nc1Cl)c1ccc2c(c1)OCCO2 | 4.0% | -12.5 | -16.4 | 0.8 | -0.0971 | -0.435 | -6.1 | 4.8 | 0.1
Clc1ccc(Cc2noc(-c3cccs3)n2)cc1 | 3.0% | 31.6 | 14.5 | 0.9 | 1.2 | -0.427 | -1.4 | 5.0 | 0.863
c1ccc(NCCCNc2ccccc2)cc1 | 5.0% | -2.4 | 11.5 | 0.9 | -0.0381 | 1.03 | -3.9 | 0.0 | -0.291
O=C1NCCCC1C(=O)NCCN1C(=O)CCC1=O (configuration not stated) | 7.0% | 15.7 | -0.6 | 0.9 | 0.312 | 0.0378 | -3.9 | -18.0 | 0.0982
O=C(/C=N/O)NCc1ccncc1 | 3.0% | 1.4 | -14.3 | 0.8 | -0.0358 | -0.202 | 3.6 | -1.6 | 1.23
CCOC(=O)C1C(=O)NC(N2CCN(CC)CC2)=NC1c1ccccc1 (configuration not stated) | 1.0% | -16.2 | -20.2 | 0.9 | 0.00351 | -0.073 | -1.6 | 8.4 | -0.432
COc1ccc2cc(C(=O)NCc3ccco3)c(=O)oc2c1 | 10.0%[fluoresces] | -10.9 | -6.8 | 0.9 | 0.0774 | 0.0107 | 0.0 | 4.2 | -0.527
CCC1CCC2(CC1)NC(CO)(CO)CO2 (configuration not stated) | 0.0% | -2.8 | -1.0 | 1 | 0.0106 | 0.094 | 8.8 | 5.2 | -0.13
C=CCn1c(SCC(=O)Nc2cc(C)cc(C)c2)nnc1-c1cnccn1 | 4.0% | -7.3 | -9.0 | 0.9 | -0.401 | -0.0826 | -16.2 | 19.5 | -0.476
O=C(c1ccco1)N1C(=O)c2cccc3cccc1c23 | 10.0% | 5.9 | -13.5 | 0.9 | -0.933 | -0.298 | -1.9 | 11.1 | 0.116
Cc1nn2c3c(cnc2c1-c1ccccc1)C(=O)CC(c1ccco1)C3 (configuration not stated) | 5.0% | -10.6 | -9.3 | 1 | 0.228 | -1.03 | 4.6 | 2.3 | 0.123
Cc1ccc(N2C(=O)C3C(C2=O)C(C(=O)c2ccc(Cl)cc2)N2CCCC32)cc1 (configuration not stated) | 5.0% | -1.1 | -4.9 | 0.9 | 0.103 | 3.1 | 0.1 | 8.0 | 0.308
Cc1csc2ncc(C(=O)Nc3ccon3)c(=O)n12 | 6.0%[fluoresces] | -6.1 | -37.2 | 1 | -0.6 | -0.39 | 14.6 | -0.5 | 0.0422
CC1CCCN(C(=O)c2ccncc2)C1 (configuration not stated) | 7.0% | -13.1 | -20.3 | 0.9 | 0.269 | -0.19 | 2.5 | 5.2 | 0.309
COc1cc(NC(=O)c2ccccc2)c(OC)cc1NC(=O)CN1CCN(c2ccccn2)CC1 | 6.0% | 5.1 | 22.4 | 1 | -0.0754 | 5.88* | -3.4 | -0.8 | 0.913
CC(NC(=O)Nc1ccccc1)C(c1cccs1)N1CCN(C)CC1 (configuration not stated) | 0.0% | 3.3 | -2.1 | 0.9 | -0.149 | -0.107 | 0.6 | 4.8 | -3.68
CCn1c(=O)c(C(=O)CN2CC(C)OC(C)C2)c(N)n(Cc2ccccc2)c1=O (configuration not stated) | 4.0% | 3.3 | -0.3 | 1 | -0.367 | 0.566 | 1.3 | 12.5 | -0.00778
CC1CC(=O)C2=C(C1)Nc1ccccc1N(C(=O)COc1ccccc1)C2c1ccco1 (configuration not stated) | 9.0% | -13.4 | -1.0 | 1 | 1.28 | 0.0792 | 1.9 | 0.4 | 14.3*
COc1ccc(NC(=O)Cn2nnc(C(=O)NCc3cccc(OC)c3)c2N)cc1 | 3.0% | -18.9 | -10.9 | 0.9 | 0.59 | -0.152 | 9.3 | 14.6 | -0.0745
CCNc1nc(N)c(C(=O)c2ccc(Cl)s2)s1 | 6.0% | 31.4 | 17.4 | 0.8 | 0.79 | -0.0411 | 0.1 | -16.0 | 0.406
O=C1c2cccnc2C(O)N1Cc1ccc(F)cc1 (configuration not stated) | 4.0% | 0.1 | -9.9 | 1 | -0.251 | 0.0904 | -7.5 | 16.6 | -0.504
Cc1cc(C(=O)Nc2nnc(C(F)(F)F)s2)no1 | 3.0% | 49.5 | 17.4 | 0.9 | -1.35 | 0.307 | -3.9 | -14.1 | -0.733
O=C(c1cccc(-n2cnnn2)c1)N1CCOCC1 | 3.0% | -11.8 | -1.1 | 0.9 | 1.93 | 0.195 | 2.8 | 0.8 | 0.068
CCOC(=O)c1ccc(Nc2cc(C)nc(-c3ccccc3O)n2)cc1 | 5.0% | -16.5 | -21.4 | 0.9 | · | · | -2.0 | -9.6 | 1.01
COc1ccc(N2CCN(C(=O)c3cccc(Cn4cc(Cl)cn4)c3)CC2)cc1 | 2.0% | 2.3 | 31.1 | · | -0.299 | -1.62 | 3.7 | 5.4 | -0.428
SMILES | NADH coupling | SF1 activator | Ecoli tolC | TNAP act DEA | M1 antagonist | M1 agonist | Jurkat viability | HEK293 NFkB inh | D1 allo mod
Cc1cc(C)cc(NC(=O)CSc2nnc(-c3ccccc3C)o2)c1 | 7.0% | -13.4 | -15.6 | 1 | -0.0307 | -0.0514 | 1.9 | 16.4 | 0.409
O=C(NC1CCCCC1)c1ccc(S(=O)(=O)NCc2cccnc2)cc1 | 5.0% | -16.0 | -18.6 | 0.9 | -0.964 | 0.488 | 11.7 | 2.6 | -1
CCOC(=O)c1cnn2c(C(F)(F)F)cc(-c3ccccc3)nc12 | 8.0%[fluoresces] | -20.3 | 0.3 | 0.9 | · | · | 4.5 | 6.2 | 2.35
N#Cc1c(NC(=O)CSc2nnc(-c3ccccc3O)n2-c2ccccc2)sc2c1CCCC2 | 12.0% | 19.2 | 13.8 | 1 | 1.1 | -0.401 | 2.0 | -2.7 | -0.0603
CC(C)(C)c1ccc(Cn2nnc3c(=O)[nH]c(C4CCCN(C(=O)Cc5cccs5)C4)nc32)cc1 (configuration not stated) | 18.0% | -0.1 | 87.7* | 0.9 | 1.62 | 0.988 | -3.1 | 12.4 | 0.597
C=CCNC(=O)Nc1ccc2oc(C)nc2c1 | 9.0% | -5.8 | 1.6 | 0.9 | 0.104 | -0.00717 | 1.7 | 12.4 | -1.96
CSc1nnc(-c2ccccc2)n1C | 2.0% | -18.8 | -0.6 | 0.9 | 0.776 | -0.158 | 6.5 | 9.5 | ·
CC(=O)N1CCc2c(sc(NC(=O)c3ccc(S(=O)(=O)N(C)C)cc3)c2C#N)C1 | 2.0% | -16.2 | 11.9 | 0.8 | 0.23 | -0.344 | 0.2 | 14.1 | 0.193
COCCn1nnnc1C(c1ccc(OC)cc1)N1CCN(c2ccccc2F)CC1 (configuration not stated) | 5.0% | 6.8 | -4.2 | 0.9 | 0.223 | 0.00266 | -1.3 | 0.8 | 0.0113
Cn1c(C(=O)N2CCCCCC2)cc2c(=O)n(C)c3ccccc3c21 | 8.0% | 36.9 | 7.0 | 0.9 | 0.317 | 0.574 | -3.1 | 2.5 | 0.354
Cc1cccc(C)c1NC(=O)C1CC(=O)N(C(C)C)C1 (configuration not stated) | 7.0% | 8.6 | -26.0 | 1 | 0.0637 | 0.401 | -5.3 | 13.4 | 0.57
CCOC(=O)C(CC)Sc1nc(N)c(NC(=O)c2ccc(OC)c(OC)c2)c(=O)[nH]1 (configuration not stated) | 4.0% | -1.1 | -10.6 | 0.9 | 0.459 | -0.544 | 5.4 | 0.2 | -1.06
COc1cc2nc(N(C)C)nc(N)c2cc1OC | 11.0%[fluoresces] | 0.8 | -7.7 | 1 | 0.958 | -0.485 | -8.2 | 10.9 | -4.64*
Cc1ccccc1-c1nc(CN2CCC(C(=O)NCCCN3CCCC3)CC2)c(C)o1 | 2.0% | 15.9 | -12.6 | 1 | 0.279 | 0.0177 | -0.6 | 15.1 | -0.811
CCOc1ccc(C2C=C(c3ccccc3)Nc3ncnn32)cc1 (configuration not stated) | 9.0%[fluoresces] | -3.7 | -0.6 | 0.9 | -2.34 | 24.6* | · | · | ·
N#C/C(=C1\CCCN1)c1nc2ccccc2c(=O)[nH]1 | 2.0% | -0.9 | 4.6 | 1 | 0.808 | 0.525 | 6.6 | 21.1 | 0.531
CC(C)CNS(=O)(=O)c1ccc(S(=O)(=O)N2CCN(CCC#N)CC2)cc1 | 1.0% | -18.8 | -3.1 | 1 | -0.672 | 0.0986 | 0.8 | 8.3 | 0.0412
Cc1cccc(NC(=O)Cn2cnc3c(cnn3-c3ccc(F)cc3)c2=O)c1C | 1.0% | -16.0 | 3.4 | 1 | 0.106 | 0.0224 | 7.2 | 12.2 | 0.0437
CC(C)N(CCO)C(=O)C(c1ccccc1)c1ccccc1 | 8.0% | 4.1 | -3.5 | 0.9 | 0.0645 | 0.0124 | 6.1 | 8.9 | 0.158
CC1CCN(C(=O)c2cc3ccccc3o2)CC1 | 3.0% | 31.0 | 6.3 | 1 | -0.408 | -0.635 | 9.8 | 10.9 | 0.0877
COc1cc(OC)cc(-c2nnc(SCc3c(F)cccc3Cl)o2)c1 | 6.0% | 31.8 | 50.1 | 0.9 | 0.336 | -2.79* | 1.5 | 3.7 | 0.697
CCOc1cc(C(=O)Nc2ccc3c(c2)OCO3)ccc1OC(F)F | 6.0% | 15.4 | 10.5 | 0.9 | -0.311 | -0.647 | 0.5 | 14.5 | 7.62*
CCOC(=O)COc1ccc(-c2nnc(-c3ccccc3)o2)cc1 | 5.0% | 5.5 | 10.5 | 1 | -1.32 | 0.635 | -2.7 | 15.6 | ·

An excerpt of these results, with two lines to a compound.
Each structure is followed by: NADH coupling, SF1 activator, Ecoli tolC, TNAP act DEA, M1 antagonist, M1 agonist, Jurkat viability, HEK293 NFkB inh, D1 allo mod
> Cc1cccc(NC(=O)Cn2cnc3c(cnn3-c3ccc(F)cc3)c2=O)c1C
→ 1.0%, -16.0, 3.4, 1, 0.106, 0.0224, 7.2, 12.2, 0.0437
> CC(C)N(CCO)C(=O)C(c1ccccc1)c1ccccc1
→ 8.0%, 4.1, -3.5, 0.9, 0.0645, 0.0124, 6.1, 8.9, 0.158
> CC1CCN(C(=O)c2cc3ccccc3o2)CC1
→ 3.0%, 31.0, 6.3, 1, -0.408, -0.635, 9.8, 10.9, 0.0877
> COc1cc(OC)cc(-c2nnc(SCc3c(F)cccc3Cl)o2)c1
→ 6.0%, 31.8, 50.1, 0.9, 0.336, -2.79*, 1.5, 3.7, 0.697
> CCOc1cc(C(=O)Nc2ccc3c(c2)OCO3)ccc1OC(F)F
→ 6.0%, 15.4, 10.5, 0.9, -0.311, -0.647, 0.5, 14.5, 7.62*
